# From PubChem BioAssay
# GC-B act = human GC-B receptor activators, primary screen, HEK293 GC-B cells, cGMP TR-FRET, EC30 CNP. 0.11% of 370,000 active. activation, % at 10 µM. Atrial natriuretic peptide receptor 2 (Homo sapiens), P20594. AID 1920062, 2024. 0% at EC30 CNP, 100% saturating CNP;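 active = activation at 10 µM reaching about 35% in either raw or pattern-adjusted values, limit read from the data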
# LEDGF integ inh = blockers of LEDGF/p75-dependent integrase strand transfer – biochemical, TR-FRET, high throughput, primary screen | HIV-1 integrase (with human LEDGF/p75) | TR-FRET IN-LEDGF/p75 DNA integration, Eu/Cy5 | inhibition, % at 3.7 µM | 0.64% of 370,000 active;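 active = inhibition above the screen-wide mean plus 3 SD, cut at about 13% in these data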;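 also: signal is the Cy5 over europium emission ratio at 671 and 618 nm; 0% = plate median of compound wells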
# HTRA1 inh = HTRA1 serine protease inhibitors, primary screen, biochemical, fluorescence polarization, HTS; Q92743; recombinant HTRA1, FP-rhodamine activity-based probe; inhibition, % at 5.96 µM; 0.5% of 340,000 active; AID 504803, 2011; in the data active = inhibition above about 36%;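 also: 0% = enzyme with DMSO and 100% = wells lacking enzyme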
# Target sequence (Q92743 whole entry, looked up): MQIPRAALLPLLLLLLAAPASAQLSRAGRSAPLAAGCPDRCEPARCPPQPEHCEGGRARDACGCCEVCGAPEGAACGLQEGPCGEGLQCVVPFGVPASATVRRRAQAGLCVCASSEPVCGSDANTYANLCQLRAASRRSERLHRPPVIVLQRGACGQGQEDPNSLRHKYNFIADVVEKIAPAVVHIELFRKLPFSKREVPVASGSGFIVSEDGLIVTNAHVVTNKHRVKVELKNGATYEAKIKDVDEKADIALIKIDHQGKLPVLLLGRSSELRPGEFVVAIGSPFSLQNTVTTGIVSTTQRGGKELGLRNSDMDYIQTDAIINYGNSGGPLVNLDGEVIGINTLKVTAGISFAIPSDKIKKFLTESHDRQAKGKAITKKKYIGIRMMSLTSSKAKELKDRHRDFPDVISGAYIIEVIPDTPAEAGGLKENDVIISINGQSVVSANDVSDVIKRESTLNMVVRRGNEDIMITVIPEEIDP
# ABHD4 inh = ABHD4 inhibitors, primary screen, biochemical, fluorescence polarization, mouse. (Lyso)-N-acylphosphatidylethanolamine lipase (Mus musculus), Q8VD66. purified mABHD4, FP-Rh probe fluorescence polarization. inhibition, % at 8.92 µM. 0.54% of 370,000 active. AID 720543, 2013;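 active = inhibition exceeding the mean over every tested compound plus 3 SD, cut at about 30% in these data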;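 also: 0% = plate median of compound wells and 100% = S159A mutant with DMSO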
#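 Assay system: mABHD4 protein; medium: HEPES pH 7.0, NaCl, Pluronic buffer; dosing: 8.92 µM, single dose; schedule: 45 min + 60 min at 25 °C; signal: FP readout, ex 525 nm / em 598 nm; read-out: normalized percent inhibition of probe labeling; repeats: single replicate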
# TCR CD3 inh = inhibitors of human TCR-CD3 interaction, primary screen, biochemical, fluorescence, TAMRA-labeled TCR probe. T-cell receptor (TCR). inhibition, % at 9.4 µM. 0.37% of 360,000 active. AID 651800, 2012; in the data active = inhibition above about 19%;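 also: recombinant mutant TCR 2C K166C tagged with TAMRA read by polarization; 0% = receptor in buffer alone and 100% = receptor with positive control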
# PRMT1 inh = PRMT1 methyltransferase inhibitors, primary screen, biochemical, fluorescence polarization; recombinant PRMT1, activity-based probe fluorescence polarization; inhibition, % at 2.79 µM; 1.3% of 370,000 active; AID 652257, 2013;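 active = inhibition above about 21% made by adding two undisclosed values, limit read from the data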
# SIAE primary = human SIAE inhibitors, primary screen, biochemical, fluorescence polarization, FP-Rh probe, 1536-well HTS. Sialate O-acetylesterase (Homo sapiens), Q9HAT2. SIAE FP-Rh probe binding. inhibition, % at 9.66 µM. 0.69% of 370,000 active. AID 1053197, 2014;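 active = inhibition above a cutoff: mean of compounds within the control limits plus 3 SD of those, cut at about 17% in these data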;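 also: 0% = plate median of compound wells and 100% = probe without SIAE protein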
# Target sequence (Q9HAT2 whole entry, looked up): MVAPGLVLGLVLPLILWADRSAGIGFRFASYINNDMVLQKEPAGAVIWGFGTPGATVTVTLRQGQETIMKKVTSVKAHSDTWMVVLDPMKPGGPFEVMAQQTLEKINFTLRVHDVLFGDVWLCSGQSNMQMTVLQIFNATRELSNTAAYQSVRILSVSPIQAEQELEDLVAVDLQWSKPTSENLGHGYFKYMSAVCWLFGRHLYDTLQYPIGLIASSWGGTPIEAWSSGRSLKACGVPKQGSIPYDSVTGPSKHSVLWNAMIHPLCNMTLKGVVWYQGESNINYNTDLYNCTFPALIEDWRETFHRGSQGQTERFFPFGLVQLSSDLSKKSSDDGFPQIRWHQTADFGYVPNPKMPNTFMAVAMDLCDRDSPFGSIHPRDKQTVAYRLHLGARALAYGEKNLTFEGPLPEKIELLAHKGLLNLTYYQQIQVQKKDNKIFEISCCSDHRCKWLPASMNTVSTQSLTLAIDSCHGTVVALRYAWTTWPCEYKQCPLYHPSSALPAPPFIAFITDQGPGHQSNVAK
# MBD2 DNA inh = inhibitors of MBD2 binding to methylated DNA, primary screen, biochemical, TR-FRET, DNA-binding domain, human; MBD2 binding to methylated oligonucleotide; inhibition, % at 4.4 µM; 0.31% of 370,000 active; AID 686964, 2013; in the data active = inhibition above about 13%
# TDP2 absorb = human TDP2 enzyme inhibitors, primary screen, biochemical, epi absorbance, recombinant enzyme | Tyrosyl-DNA phosphodiesterase 2 (Homo sapiens), O95551 | 0.34% of 370,000 active | AID 720702, 2013 | inhibition, % at 12.8 µM | T5PNP hydrolysis, p-nitrophenol absorbance 415 nm;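 active = inhibition above the mean of all tested compounds plus 3 SD, set per campaign, cut at about 25% in these data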;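 also: 0% = DMSO with enzyme and 100% = buffer with substrate but no TDP2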
#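 Test system: Human TDP2 enzyme | Reagent: 5 mM T5PNP | Compound dosing: 12.8 µM single point, 1% DMSO | Incubation: Enzyme reaction with compound for 2 h at 37 °C | Technique: p-Nitrophenol epi absorbance | Read-out: % inhibition relative to enzyme-containing and enzyme-free wells | Benchmarks: High control without enzyme, low control DMSO plus TDP2 | Replicates: Singlicate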
# rCAG binder = binders of r(CAG) RNA repeats, primary screen, biochemical, fluorescence. inhibition, % at 3 µM. r(CAG) RNA repeat, TO-PRO-1 dye displacement fluorescence. 1.3% of 370,000 active;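 active = inhibition above the plate cutoff, the mean of all test compounds on that plate plus 3 SD, cut at about 35% in these data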;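 also: 0% = DMSO alone and 100% = 100 µM mitoxantrone as full dye displacement; higher means more dye released from RNA so lower well fluorescence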
# An asterisk follows results filed as active; nt = no result given. Some of the compounds tested; the hit share may differ from the screen's.
SMILES	HTRA1 inh	rCAG binder	MBD2 DNA inh	PRMT1 inh	TCR CD3 inh	ABHD4 inh	GC-B act	SIAE primary	LEDGF integ inh	TDP2 absorb
Cc1nc2cc(N3CCN(C)CC3)c(NC(=O)Cc3ccccc3)cc2c(=O)n1Cc1ccccc1	-10	-2	9	2	0	-10	2	-3	1	-12
COc1ccc(CNC(=O)CCC(=O)N2CCN(S(=O)(=O)c3ccc(Cl)cc3)CC2)cc1	0	-4	-2	0	5	-4	-1	0	-5	0
COc1ccccc1N1C(=O)C2CCC(c3ccccc3)CC2C1=O (stereo unspecified)	-6	-2	-4	-2	2	2	-1	0	-1	10
Cc1[nH]c2ccccc2c1C(=O)C(=O)N1CCN(c2ccccc2F)CC1	-10	4	4	-5	7	-8	-6	-3	-2	-28
CCn1nc(C)c(/C=N\NC(=O)c2cccc(OC)c2)c1C	5	0	-3	-5	-3	3	-2	4	1	-2
Cc1ccc(C2=[N+]([O-])C3(CCCCC/C3=N\NC(N)=O)N(O)C2(C)C)o1 (stereo unspecified)	-1	-1	-5	1	4	4	0	8	0	-2
COc1ccc(/C=C/S(=O)(=O)NCc2ccc(F)cc2)c(CNC(=O)OC(C)(C)C)c1	nt	3	3	-1	nt	-6	-3	1	-6	-4
CCn1nnc(NC(=O)c2ccc(-c3ccccc3[N+](=O)[O-])o2)n1	-2	0	-3	-6	-2	5	3	12	3	6
Cc1ccc(N2C(=O)SC(Cc3ccccc3)C2=O)cc1 (stereo unspecified)	1	-7	-7	4	4	1	5	2	1	10
O=C(COC(=O)Cn1c(C(F)(F)F)nc2ccccc21)Nc1ccc2c(c1)OCCO2	8	-1	1	1	0	7	-7	10	1	9
CCCc1[nH]nc2c1C(c1ccccc1OC)C(C#N)=C(N)O2 (stereo unspecified)	3	0	1	1	7	-6	-1	-1	1	14
CC(C)CC1C(=O)N(Cc2cn(CC3CCCCC3)nn2)CCS(=O)(=O)N1Cc1ccc(-c2ccncc2)cc1 (stereo unspecified)	-18	5	6	7	4	7	7	2	-4	1
CC(=O)N1c2ccc(S(=O)(=O)N3CCC(C(=O)Nc4cccc(C)c4)CC3)cc2CC1C (stereo unspecified)	-6	3	3	4	-9	-1	1	-5	8	-10
COc1cc(-c2nc(-c3ccc(Br)o3)no2)cc(OC)c1OC	-3	1	-1	3	-1	-4	4	-13	4	-6
COc1ccccc1CNC(=O)Cn1nc(C)c([N+](=O)[O-])c1C	2	5	-1	-2	1	-7	0	-46	4	6
N#CCc1nc2ccccc2c(=O)[nH]1	4	1	-3	-3	5	-14	2	-3	-1	3
Cc1cc(O)cc2c1C1CCC3(C)C(=O)CCC3C1C=C2 (stereo unspecified)	-2	1	-1	1	-2	-6	-4	8	-1	0
CCn1c(SCC(=O)NCc2ccc3c(c2)OCO3)nnc1-c1ccncc1	1	0	1	0	4	0	0	1	2	-2
CCC(CC)COC(=O)C1=C(C)NC(=O)NC1c1ccc2c(c1)OCO2 (stereo unspecified)	-12	0	1	-1	-2	-1	-5	10	-10	3
Cc1ccc(Nc2c([N+](=O)[O-])cc(C(=O)N3CC(=O)Nc4ccccc43)cc2[N+](=O)[O-])c(C)c1	23	10	-4	1	-1	18	-10	-2	-1	5

# Next section.
SMILES	HTRA1 inh	rCAG binder	MBD2 DNA inh	PRMT1 inh	TCR CD3 inh	ABHD4 inh	GC-B act	SIAE primary	LEDGF integ inh	TDP2 absorb
C=CCn1c(SCC#N)nc2c(c1=O)C(C)(C)Cc1ccccc1-2	-25	0	-4	1	3	-13	9	9	-2	3
Cc1cccc(NC(=O)CS(=O)(=O)Cc2ccccc2)n1	7	0	1	-3	4	-4	3	-2	1	2
COc1ccc(CCNC(=O)c2ccc(N(C)S(=O)(=O)c3ccc(C)cc3)cc2)cc1	-26	-3	4	5	2	-9	-4	-1	-2	-4
O=C(C[n+]1ccc(/C=N/O)cc1)NC(=O)Nc1ccccc1	-1	1	5	2	-2	1	1	9	-1	1
Cc1[nH]c2ccccc2c1C(=O)CNc1nccs1	0	-2	2	1	-2	7	2	7	-3	5
CCN(CC)CCN(C(=O)c1ccc(C(C)=O)cc1)c1nc2ccc(Cl)cc2s1	-9	-3	2	7	-7	4	-6	5	2	10
Cc1cc(C)c(NS(=O)(=O)c2ccc(Cl)c(C(=O)O)c2)c(C)c1	2	6	-6	0	0	-3	-1	-3	3	3
C/C(=N\OC(=O)NC(C)C)c1sc(-c2ccccc2)nc1C	-5	3	-1	2	7	-6	-8	-1	1	5
Cc1cc(Br)c(OCC(=O)NN)c2c1CCC2	6	-1	-3	-2	8	-6	5	6	2	7
CCN(CC(=O)Nc1ccccc1C(F)(F)F)C(=O)Cc1ccc2c(c1)CCC2	-2	-3	7	0	-2	1	2	5	0	-3
CC(C)(Oc1cccc2ccccc12)C(=O)O	1	1	1	0	4	-1	4	-1	-5	-7
O=C(NCc1nnc(SCC(=O)N2CCCc3ccccc32)o1)c1c(F)cccc1Cl	5	-4	-1	-3	2	3	-1	-2	0	4
CC1(C)Cc2c(c(=S)nc(-c3ccccc3)n2CCO)CO1	3	1	-4	2	6	4	4	1	1	9
CCOC(=O)C(CCc1nnc(N)s1)C(=O)OCC	2	1	-2	4	-3	4	-2	-9	0	4
CC(=O)N1c2ccc(S(=O)(=O)NCCC(=O)Nc3ccc(OC(F)(F)F)cc3)cc2CC1C (stereo unspecified)	-6	3	4	3	-1	-8	0	0	-2	-9
CCCOc1ccc(-c2csc(N)n2)cc1[N+](=O)[O-]	-2	0	0	1	0	7	-6	10	-2	-1
Cc1nc2ccccc2n1CC(=O)OCC(=O)NCCc1ccccc1	3	-1	1	0	-1	0	3	-3	-1	-10
COc1ccccc1S(=O)(=O)Cc1ccc(C(=O)NCc2ccccc2)o1	-1	0	1	2	5	-2	3	2	2	13
CN(Cc1ccccc1)S(=O)(=O)c1cccc2nsnc12	2	0	-2	0	-10	-2	0	-6	-1	5
CC(=O)c1cccc(NC(=O)c2cc(-n3cnnc3)ccc2Cl)c1	5	-1	1	0	3	4	-7	-2	-2	-1

# Entries of single compounds from above. Values in the order: HTRA1 inh, rCAG binder, MBD2 DNA inh, PRMT1 inh, TCR CD3 inh, ABHD4 inh, GC-B act, SIAE primary, LEDGF integ inh, TDP2 absorb
# `CCOC(=O)C(CCc1nnc(N)s1)C(=O)OCC` in the list: 2, 1, -2, 4, -3, 4, -2, -9, 0, 4
# `CCN(CC(=O)Nc1ccccc1C(F)(F)F)C(=O)Cc1ccc2c(c1)CCC2` in the list: -2, -3, 7, 0, -2, 1, 2, 5, 0, -3

# Next records
SMILES	HTRA1 inh	rCAG binder	MBD2 DNA inh	PRMT1 inh	TCR CD3 inh	ABHD4 inh	GC-B act	SIAE primary	LEDGF integ inh	TDP2 absorb
Cc1ccc(Cc2c(C3CCCCC3)nc3c(C)cc(Br)cn23)cc1	nt	33	1	4	-1	-15	-7	0	1	-5
CC(NC(=O)c1cn(C(C)c2ccccc2F)nn1)c1ccncc1 (stereo unspecified)	0	-3	5	1	-6	0	0	-5	-2	12
Nc1ccccc1OCCOc1ccccc1N	5	-1	-1	-2	1	4	-2	6	7	-5
COc1cccc(-c2ccc(NC(=O)C3CCCN(Cc4cnc(C)s4)C3)cc2)c1 (stereo unspecified)	-20	-4	-4	1	5	-2	-5	-7	-2	-4
COC(=O)c1ccc(CNC(=O)C2CCC(=O)N(Cc3ccccn3)C2)cc1 (stereo unspecified)	-5	3	-3	0	7	-3	3	0	-2	-4
O=C(CNC(=O)Cc1ccccc1)NCC(=O)OCC(=O)c1cccc2ccccc12	-10	4	3	-1	7	-6	2	-11	1	-20
COC(=O)[C@]12CCCCC=C1N(Cc1ccco1)C(=O)[C@H](CC(=O)NCC1CCCCC1)C2	nt	2	2	-1	0	7	4	0	-1	3
COc1ccc2nc(N/C(=N/S(=O)(=O)c3cccs3)c3ccccc3Cl)sc2c1	-10	48*	1	0	6	-5	-2	4	4	5
CCC(C)(C)C(=O)N1CCc2cc(S(=O)(=O)N(C)Cc3ccco3)ccc21	nt	5	-2	6	nt	-4	2	-2	-2	0
Cc1ccc2nc(SCC(=O)Nc3cccc(Cl)c3)nc(=O)n2c1	-2	4	-5	-6	9	-1	8	-4	4	-3
O=C(c1ccccc1NS(=O)(=O)c1ccc2c(c1)OCCO2)N1CCOCC1	5	-5	4	3	-6	12	4	-3	-4	-1
Cc1cc(C)n2c(Nc3c(C)cccc3C)c(CCc3ccccc3)nc2n1	nt	2	1	-1	-4	8	-6	-2	-4	8
C=CCOC(=O)COc1ccc2c(C)c(C)c(=O)oc2c1	2	-2	-5	2	-3	-6	0	-5	4	-3
COC(=O)c1cc(NS(=O)(=O)c2ccc(NCc3cccnc3)c(N)c2)cc(C(=O)OC)c1	-9	16	8	4	-2	11	-1	-1	-1	6
CCn1c(SCC(=O)Nc2ccc(OCc3ccccc3)cc2)nnc1-c1ccco1	-27	1	-2	3	-5	-9	-4	0	1	-4
CC(=O)c1c(-c2ccccc2)c2cc([N+](=O)[O-])ccc2[nH]c1=O	3	5	2	3	-3	-3	1	-5	0	7
C=CCn1c(C)nnc1SCC(=O)Nc1ccccc1C(=O)NC1CC1	1	0	-7	0	1	2	6	8	5	0
COc1ccc(C(=O)Cn2nnc(-c3ccccc3NC(=O)C3CCCCC3)n2)cc1	-7	-1	0	-3	2	-1	2	-2	-2	0
CC(=O)Nc1ccc(S(=O)(=O)N2CCC(C(=O)NCc3cccnc3)CC2)cc1	3	2	1	-3	7	-4	2	1	2	-4
Cc1ccc(OCc2ccc(C(=O)NCC3CCCO3)cc2)cc1 (stereo unspecified)	1	-1	-1	3	-2	-10	5	1	-4	-1
CC1CCCCN1C(=O)CN(C)S(=O)(=O)c1cccc2nsnc12 (stereo unspecified)	-3	0	-9	0	2	6	2	4	1	10
O=S(=O)(Cc1ccccc1)N1CCNCC1	4	0	-1	-2	-4	-1	-1	5	-1	-4
CCN(CC(=O)Nc1ccc2c(c1)OCCO2)C(=O)CN1C(=O)NC(C)(c2ccc(C)cc2)C1=O (stereo unspecified)	2	-1	5	2	-1	-8	1	-8	4	-23

# Looked up above.
# Result for Cc1ccc(Cc2c(C3CCCCC3)nc3c(C)cc(Br)cn23)cc1 under TCR CD3 inh: -1
# Result for C=CCOC(=O)COc1ccc2c(C)c(C)c(=O)oc2c1 under ABHD4 inh: -6
